Compound activity as filed in PubChem BioAssay.
KCNQ2 inh = KCNQ2 potassium channel inhibitors, primary screen, cell-based, CHO-K1, FluxOR thallium flux, B-score (AID 2156); actives 1.1% (n = 310,000); 20 min; stronger effect = lower value; B-score at 10 µM; Potassium voltage-gated channel subfamily KQT member 2 (Rattus norvegicus), O88943;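 active = fluorescence ratio B-score at most minus 3 library SDs, with starting brightness B-score within 2 library SDs, cut at about -5.5 in these data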
Kir21 block = inhibitors of mouse Kir2.1 inward-rectifier potassium channel; Inward rectifier potassium channel 2 (Mus musculus), P35561; HEK293-Kir2.1, FluxOR thallium flux fluorescence; stronger effect = lower value; B-score at 10 µM; actives 0.85% (n = 310,000);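 active = fluorescence ratio B-score at or below minus 3 SD of library scores, with starting-brightness B-score within 2 SD, cut at about -4.2 in these data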;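 also: channel flux triggered by added potassium and thallium sulfate stimulus; B-score of peak minus minimum fluorescence over baseline after thallium stimulus; more negative B-score means stronger Kir2.1 block with less thallium influx; some compounds called inactive have numbers as strong as hits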
Target sequence (P35561 whole entry, looked up): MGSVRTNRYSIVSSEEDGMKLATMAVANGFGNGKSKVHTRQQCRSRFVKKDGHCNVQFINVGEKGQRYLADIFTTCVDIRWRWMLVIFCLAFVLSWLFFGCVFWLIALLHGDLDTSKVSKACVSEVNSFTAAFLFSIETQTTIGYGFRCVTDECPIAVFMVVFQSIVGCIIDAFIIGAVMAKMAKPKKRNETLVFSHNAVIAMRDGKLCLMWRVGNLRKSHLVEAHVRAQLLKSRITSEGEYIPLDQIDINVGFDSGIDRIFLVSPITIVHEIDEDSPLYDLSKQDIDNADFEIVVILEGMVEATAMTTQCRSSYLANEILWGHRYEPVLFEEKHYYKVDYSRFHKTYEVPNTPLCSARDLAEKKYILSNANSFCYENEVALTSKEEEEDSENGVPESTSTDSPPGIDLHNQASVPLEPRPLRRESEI
An asterisk follows results filed as active; i = inactive. Not a hit list; about 1.9% have a hit in one of these screens.

SMILES | KCNQ2 inh | Kir21 block
CN(CC(=O)Nc1ccc2c(c1)OCCO2)S(=O)(=O)c1ccc(F)cc1 | i | -1.4
CC1CC(C)CN(c2ncc3c(n2)CC(c2ccccc2)CC3=O)C1 (stereo not drawn) | i | 1.3
O=C(CSc1nnnn1C1CCCC1)N1CCN(C(=O)c2ccco2)CC1 | i | 1.4
CCOc1ccc(C2NC(=O)C(C#N)=C(S)N2c2cccc(C)c2)cc1OC (stereo not drawn) | i | 0.04
O=C(Cn1c(COc2ccccc2)nc2ccccc21)Nc1cccc(Cl)c1 | i | 1.1
Cc1ccc(C(=O)NCC(c2ccco2)N2CCc3ccccc32)cc1 (stereo not drawn) | i | -2.1
CCOC(=O)c1cnc2ccc(C)cc2c1Sc1ccccc1 | -7.1* | 0.85
CCOC(=O)C1(C)/C(=N/Nc2cccc(Cl)c2)C(=O)C(=O)N1c1ccccc1 (stereo not drawn) | i | 1.8
COc1ccc(N=Nc2cc(-c3ccccc3)ccc2O)cc1 | i | 1.1
COc1cc(/C=C/C(=O)OCC(=O)NC(=O)NC(C)C)ccc1O | i | 1.5
COc1ccc(C2=NO[C@@](CC(=O)O)(C(=O)Nc3ccc4c(c3)OCCO4)C2)cc1 | i | 0.1
Nc1nc(-c2ccco2)nc(N2CCCCC2)n1 | i | 2.1
Cc1cccc(NC(=O)C2CCN(c3nccc(C)n3)CC2)c1 | i | 0.74
CC1(C)CC(=O)C=C(NNC(=O)C2CCCCC2)C1 | i | 0.29
CCC1CCCCN1CCCNC(=O)c1cn(C)c2ccc(S(=O)(=O)N3CCOCC3)cc2c1=O (stereo not drawn) | i | 0.28
Cc1ccnc(NC(=O)CNC(=O)Cc2cccc3ccccc23)c1 | i | -0.59
Cc1ccc(S(=O)(=O)NCCCN(C)C)cc1 | i | -0.64
CCN(CC)CCN1C(=O)C(=O)/C(=C(/O)c2cnn(-c3ccccc3)c2C)C1c1cccnc1 (stereo not drawn) | i | 0.07
O=C(NNC(=S)NCc1ccco1)c1ccc(Cl)s1 | i | -1.2
COc1cc(/C=C2/C(=O)N(c3ccccc3)N=C2C)ccc1OS(=O)(=O)c1ccccc1 | i | 0.68
COCC(C)OC(=O)c1c(N)n(CC(C)C)c2nc3ccccc3nc12 (stereo not drawn) | i | -0.11
CC(C)NC(=O)CSc1nnc(CNC(=O)OC(C)(C)C)n1C | i | -0.12
Cc1cccc(C)c1NC(=S)/N=C/N(C)C | i | 0.91
O=C(CN1CCN(c2ccccc2)CC1)N/N=C/c1cccc(F)c1 | i | 0.05
C[N+](C)(CC#Cc1ccccc1)CC(=O)c1ccccc1 | i | -2
CC(NC(=O)c1cc([N+](=O)[O-])cc([N+](=O)[O-])c1)C1CC2CCC1C2 (stereo not drawn) | i | -3.7
N/C(=N\OC(=O)c1ccc(Cl)cc1Cl)c1ccccn1 | i | -0.41
Cc1cccc(/C=C2\CCC(=C3SCCCS3)C2=O)c1 | i | -0.29
Cc1ccc(SCc2c(C(=O)N/N=C/c3ccoc3)nnn2-c2nonc2N)cc1 | i | -0.43
Cn1ccnc1SCC(=O)Nc1nc2c(F)c(F)c(F)cc2s1 | i | -0.32
CCN1C(=O)c2cccc3c(S(=O)(=O)Nc4c(C)n(C)n(-c5ccccc5)c4=O)ccc1c23 | i | 0.12
Cc1ccc2c(c1)C1CN(C)CCC1N2C(=S)NC(=O)c1ccc(Cl)cc1Cl (stereo not drawn) | i | -1.7
CCc1cccc(NS(=O)(=O)c2ccc3c(c2)N(C)CCO3)c1 | i | -2.3
C#Cc1ccc([C@@H]2C=C(C(=O)NCc3ccccc3)O[C@H](OCc3ccc(CO)cc3)C2)cc1 | i | 2.3
CCc1nccn1CCC(=O)N1CCCC(N2CCN(c3cccc(Cl)c3)CC2)C1 (stereo not drawn) | i | 0.29
O=C(Cn1ccccc1=S)c1ccc(Cl)c(Cl)c1 | i | 0.66
COc1ccc(-n2nc(C(=O)NCC(=O)N3CCC(C)CC3)c3ccccc3c2=O)cc1 | i | 0.7
O=c1c2ccccc2oc2cc(C#CC3(O)CCCCC3)ccc12 | i | -0.69
CCN(CC(=O)Nc1c(F)cccc1F)C(=O)Cc1ccc(OC)c(S(=O)(=O)N2CCOCC2)c1 | i | 0.03
CC1=CSC2=NS(=O)(=O)CCN12 | i | 0.84
Cc1ccc(NC(=O)c2cc3c(s2)CCCC3)cc1S(=O)(=O)Nc1ccccc1Cl | i | 0.38
COc1ccc(C(=O)CSC#N)cc1OC | i | -0.06
NS(=O)(=O)c1ccc(NNC(=O)c2cccs2)cc1 | i | 0.68
O=C(O)C1(c2ccccc2)CCN(S(=O)(=O)c2ccc(F)c(F)c2)CC1 | i | -1.5
N#CCC(=O)Nc1ccc(C(=O)OCC(=O)C23CC4CC(CC(C4)C2)C3)cc1 | i | 1.1
CC(=O)Nc1ccc(N2C(=O)CC(N3CCSCC3)C2=O)cc1 (stereo not drawn) | i | 0.33
Cc1ncc([N+](=O)[O-])n1CC(=O)Nc1ccccc1F | i | -0.03
CCC(=O)N1CCc2cc(S(=O)(=O)CCC(=O)NCc3ccco3)ccc21 | i | -0.27
CCC(=O)N1c2ccc(S(=O)(=O)NCc3ccccc3)cc2CC1C (stereo not drawn) | i | -1.1
CCOC(=O)C1CCN(C(=O)c2c(C)oc3c2C(=O)c2ccccc2C3=O)CC1 | i | -0.3

(next part)
SMILES | KCNQ2 inh | Kir21 block
CCOC(=O)c1cnc2c(C#N)cnn2c1N | i | 0.16
CC(C)c1ccc(N2CCN(C(=O)c3ccccc3NC(=O)/C=C\C(=O)O)CC2)cc1 | i | -0.58
O=P(Cc1ccncc1)(c1ccccc1)c1ccccc1 | i | 0.73
COc1cccc(-c2nnc(NC(=O)c3cccs3)s2)c1 | i | 2.4
COc1ccc(C2Nc3ccccc3C(=O)N2c2ccc(F)cc2)cc1Cn1nnc2ccccc21 (stereo not drawn) | i | -0.36
C=CCn1c(-c2ccc(OC)cc2)nc2ccccc21 | i | 0
Cc1ccc(Nc2ccc([N+](=O)[O-])cn2)cc1Cl | i | 3.4
CN(C)c1ccc(C(=O)c2ccccc2)cc1 | i | -0.38
CN(C)S(=O)(=O)c1ccc(NC(=O)c2ccc(Br)o2)cc1 | i | 2
CCOC(=O)C[n+]1ccc2c([nH]c3ccccc32)c1C | i | 0.03
O=C(CC1SC(=Nc2ccc(OC(F)F)cc2)N(CCC2=CCCCC2)C1=O)Nc1ccccc1F (stereo not drawn) | i | 0.85
CC(=O)c1c(N2CCN(Cc3ccccc3)CC2)[nH]c(-c2ccccc2)nc1=S | i | 0
COc1ccc(-n2ncc3c2CC(C)(C)CC3NC(=O)CCc2c(C)nn(C)c2C)cc1 (stereo not drawn) | i | 0.53
COCCn1c(SCC(=O)Nc2cccc(S(N)(=O)=O)c2)nc2cc(Cl)ccc2c1=O | i | 0.11
O=C(N/N=C/c1sc(N2CCOCC2)nc1-c1ccccc1)c1ccccc1Cl | i | -0.56
COc1ccc(S(=O)(=O)N2CCCC2CNC(=O)C(=O)NC2CC2)cc1 (stereo not drawn) | i | 1
Cc1ccc(NC(=O)CSc2nc(N)cc(=O)[nH]2)cc1S(=O)(=O)N1CCOCC1 | i | 0.02
Cc1ccc(Cn2nnc3c(=O)[nH]c(C4CCCN(S(=O)(=O)c5ccccc5)C4)nc32)cc1 (stereo not drawn) | i | 0.79
CCc1nnc(NC(=O)CSc2nc3cccnc3n2C2CCCCC2)s1 | i | -2
CCCOc1ccc(-c2c(=O)n(O)c3ccccc3[n+]2[O-])cc1 | i | -0.8
COC(=O)c1ccc(NC(=O)c2nc(S(=O)(=O)Cc3cccc(C)c3)ncc2Cl)cc1 | i | 1
C/C(=N\NC(=O)c1ccccc1C)c1cccc([N+](=O)[O-])c1 | i | -0.13
Brc1cnc(N2CCCCC2)nc1N1CCOCC1 | i | 0.05
COCn1c(-c2ccccc2)nc2ccccc21 | i | -1.3
Cc1ccc(/C=C2\SC(=S)N(CC3CCCO3)C2=O)o1 (stereo not drawn) | i | 1.2
O=C(c1ccc(N2CCCC2=O)cc1)N1CCN(c2ccc(Cl)cc2)CC1 | i | -0.04
Cc1ccc2c(c1)-c1c(ssc1=S)C(C)(C)N2C(=O)CSC1=NCCS1 | i | 0.42
Cc1nn(-c2ccccn2)c2c1C(c1ccsc1)C1=C(CCCC1=O)N2 (stereo not drawn) | i | -0.01
O=C(NCC1(c2ccccc2)CCCC1)c1cccc(Br)c1 | i | 0.91
COc1cc(C)ccc1S(=O)(=O)NC1CC(C)(C)NC(C)(C)C1 | i | -1.4
COc1ccccc1NC(=O)c1cccc2c(Br)cccc12 | i | 0.52
COCC1CCN(Cc2cn(-c3ccccc3F)nc2-c2cc(C)sc2C)CC1 | i | 0.29
CCS(=O)(=O)N1Cc2ccccc2CC1C(=O)Nc1nnc(SCc2c(Cl)cccc2Cl)s1 (stereo not drawn) | i | -1.6
C[C@H](NC(=O)c1ccc2ccccc2c1)C(=O)N1CCC2(CC1)NCCc1[nH]cnc12 | i | -1.4
O=C(c1cccc(Cl)c1)N1CCN(Cc2ccccc2F)CC1 | i | 1.8
CN(Cc1nc2ccccc2[nH]1)C(=O)C1CCC(=O)N(CCc2cccc(F)c2)C1 (stereo not drawn) | i | 2.2
COc1ccc2c(c1OC)C(=O)N1C2SC[C@H]1C(=O)NC1CCCC1 (stereo partly drawn) | i | 0.77
CC(=O)c1cccc(NC(=O)COC(=O)CCc2ccc(S(=O)(=O)N3CCOCC3)cc2)c1 | i | -2.3
COc1ccc(CCNC(=O)C2CC(c3cccc([N+](=O)[O-])c3)=NO2)cc1 (stereo not drawn) | i | -0.83
COc1ccc(-n2c(C)nc3cc(C(=O)O)ccc32)cc1 | i | 1
C#CCNC(=O)C1=C[C@H](c2csc3ccccc23)C[C@H](OCc2ccc(CO)cc2)O1 | i | -0.01
O=C(c1ccc(S(=O)(=O)N2CCOCC2)cc1)N1CCN(c2cccc(Cl)c2)CC1 | i | -0.29
O=C(COc1ccc(Cl)cc1)NCCN1CCCCC1 | i | 0.22
CC(C)(CO)NC12CC3CC(CC(C3)C1)C2 | i | 0.11
COc1ccc2c(c1)nc(SCC(C)O)n2C (stereo not drawn) | i | 1.3
CCOc1ccc(S(=O)(=O)NC2CCCCC2C)cc1 (stereo not drawn) | i | -1.3
CSCC[C@H](NC(=O)OC(C)(C)C)c1nnc(SCc2ccccc2)o1 | i | -2
CCOC(=O)c1c(S(=O)(=O)NCCc2cccs2)c(C)n(C)c1C | i | -2.4
Oc1ccc2c(c1)c1c3n2CCNC3CCC1 (stereo not drawn) | i | 0.32
COc1ccc(C(=O)NC(C)c2nnc(SCC(=O)Nc3nc(C)cs3)n2C)cc1 (stereo not drawn) | i | 0.17

Continuation.
SMILES | KCNQ2 inh | Kir21 block
C#CCN(CC=C)C(=O)CCc1nnc(COc2ccccc2)o1 | i | -0.41
CCN1CCN(CCNC(=O)C2CCCN(Cc3nc(-c4cccc(Cl)c4)oc3C)C2)CC1 (stereo not drawn) | i | -0.09
CC(Sc1nc2ncc(Cl)cc2[nH]1)C(=O)Nc1ccc(C(N)=O)cc1 (stereo not drawn) | i | 0.11
CC(NC(=O)/C(C#N)=C/c1ccc(N2CCOCC2)cc1)c1ccccc1 (stereo not drawn) | i | 1.3
O=Cc1ccc(N2CCCC2)o1 | i | -0.51
COc1ccc(OC)c(NC(=S)N2CCN(Cc3ccccc3)CC2)c1 | i | 0.02
O=C(NC1CCCN(Cc2ccccc2F)C1)c1cccs1 (stereo not drawn) | i | -0.38
O=C(Nc1nc(-c2ccc(F)c(F)c2)cs1)c1ccc(OCC2CCCO2)cc1 (stereo not drawn) | i | 0.18
COc1ccc2c(c1)sc1nc(=O)ccn12 | i | 1.1
O=C(Nc1cc2c3c(c1)CC(=O)N3CCC2)c1ccccc1F | i | -1.6
Cc1cccn2c(=O)nc(SCC(=O)c3ccc(Cl)cc3)nc12 | i | -1.7
CC(=Nc1ccccc1O)c1sc2ccccc2c1O | i | -0.66
CN1CCN(CC(=O)Nc2nc3ccccc3s2)CC1 | i | -1.2
CSCC(C)N1CCC(Oc2cccc(C(=O)NCc3ccccn3)c2)CC1 (stereo not drawn) | i | 1.2
